Compound activity: PubChem, National Center for Advancing Translational Sciences (NCATS)
PTAP TSG101 blk: blocks PTAP/TSG101 interaction to inhibit HIV-1 budding. Q99816. Fluorescence polarization, FITC-PTAP peptide / Tsg101 binding. Potency, µM (top dose mostly 115 µM), for inactives: at the highest dose activity change, negative = inhibition, actives largely listed as inhibitors. 340,000 tested, under 10 active. AID 493005; active means well fitted inhibition curve with a large enough effect in the main read-out, with a control signal flat, not every such curve was filed as active; inconclusive means small, poorly fitted or top-dose-only effect, or effect the other way, or a change in a side signal; inactive means no such curve, though single readings can be large or run the other way; further: potency means the concentration at half of the fitted maximal effect; % of control where 0% means no effect
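FP read-out: FITC-PTAP peptide, 50 nM final, binding Tsg101 binding domain, 10 uM final; 20 min, r.t.; 10 mM HEPES pH 7.5, 0.15 M NaCl, 0.01% Tween 20, 3 mM EDTA, 0.1 mM TCEP.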
TRPV1 agonist: activates the human vanilloid receptor TRPV1. Q8NER1. TRPV1-expressing cells, Fluo-8 calcium influx, agonist mode. activation, % at 8.33 µM. 0.19% of 320,000 active. AID 540275; in the data active means activation above about 80%; inconclusive means between about 30% and that limit; further: 0% is about no effect
Target sequence (Q8NER1 whole entry, looked up): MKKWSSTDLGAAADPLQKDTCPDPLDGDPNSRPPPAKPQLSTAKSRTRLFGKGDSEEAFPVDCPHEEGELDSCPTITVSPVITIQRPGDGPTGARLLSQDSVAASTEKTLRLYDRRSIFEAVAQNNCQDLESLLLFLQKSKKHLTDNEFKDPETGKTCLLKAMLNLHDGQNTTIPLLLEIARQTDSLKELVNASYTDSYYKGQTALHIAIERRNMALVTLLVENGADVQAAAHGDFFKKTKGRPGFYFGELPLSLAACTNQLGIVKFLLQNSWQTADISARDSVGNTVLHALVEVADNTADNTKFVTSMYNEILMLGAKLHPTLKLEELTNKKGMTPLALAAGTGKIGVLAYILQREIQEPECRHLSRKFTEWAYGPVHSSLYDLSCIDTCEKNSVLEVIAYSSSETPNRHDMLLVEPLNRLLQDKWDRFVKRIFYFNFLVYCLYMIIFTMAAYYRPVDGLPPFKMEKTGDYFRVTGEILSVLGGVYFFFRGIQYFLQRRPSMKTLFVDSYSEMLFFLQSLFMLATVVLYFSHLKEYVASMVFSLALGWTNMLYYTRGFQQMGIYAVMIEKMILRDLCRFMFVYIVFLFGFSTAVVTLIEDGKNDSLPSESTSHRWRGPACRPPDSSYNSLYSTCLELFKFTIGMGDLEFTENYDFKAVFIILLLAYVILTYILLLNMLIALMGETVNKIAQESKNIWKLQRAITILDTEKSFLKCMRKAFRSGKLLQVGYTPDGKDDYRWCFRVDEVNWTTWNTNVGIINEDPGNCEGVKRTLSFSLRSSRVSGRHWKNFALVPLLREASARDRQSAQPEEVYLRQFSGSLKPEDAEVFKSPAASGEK
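Cells expressing TRPV1 were dye-loaded with Fluo-8 and read kinetically: 10 s baseline, 3 min after compound (agonist portion), then 2 min after EC20 capsaicin (allosteric enhancer portion). Calcium-bound dye fluorescence at 480/520 nm.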
B2AR arrestin: agonists driving beta-arrestin recruitment to human beta2-adrenergic receptor; P07550; beta-arrestin recruitment to beta2AR, cell-based reporter; Potency, µM (titrated, usually from 46.1 µM), without a hit: at the top dose activation, usual class: activators; 0.02% of 330,000 active;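 further: potency means the concentration at half of the fitted maximal effect; 0% = DMSO controls and full agonism = EC100 isoproterenol or metaproterenol; nearly all actives have a fitted effect of over 65% in size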
S-ASM inh: blocks human secretory acid sphingomyelinase; P17405; placental ASM, HMU-PC fluorogenic substrate, 60 min; Potency, µM (titrated, usually from 57.5 µM), for the others: at the highest dose activity change, negative = inhibition, actives largely listed as inhibitors; 0.006% of 340,000 active; AID 504937; further: potency means the concentration at half of the fitted maximal effect
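Fluorescence read-out (Ex 386 nm, Em 447 nm) after stopping the reaction at pH 10. Enzyme: ASM from human placenta; substrate HMU-PC0, 9 uM final; 60 min, 37 °C. Compound preincubation 10 min, ambient temperature.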
BRCA1 expr act: BRCA1 expression activation; MCF7-BRCA1-FFLuc reporter, luminescence, 48 h; response scale: scaled: vehicle 0%, 10 µM genistein 100%; Potency, µM (highest dose often 46.1 µM), for the others: at the top dose activation, actives largely listed as activators; 1.1% of 380,000 active; AID 624202; further: potency means the concentration at half of the fitted maximal effect; nearly all actives have a fitted effect of over 80% in size; some results filed as inactive show a strong effect at the top dose
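48 h compound treatment of MCF7-BRCA1-FFLuc cells (phenol-red free MEM, 37 °C), then 15 min with luciferase substrate and luminescence imaging.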
Eya2 phos inh: Eya2 (human) phosphatase inhibition; O00167; recombinant Eya2, OMFP fluorescence dephosphorylation (OMFP is methylfluorescein phosphate); Potency, µM (series often up to 76.9 µM), for the others: top-dose activity, negative = inhibition, hits mostly inhibitors; 0.006% of 330,000 active; further: potency means the concentration at half of the fitted maximal effect; on the % scale 0 is the no-effect control and ±100 the full control effect
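Eya2 (0.2 uM) preincubated 10 min at ambient with compound, then OMFP substrate added at 50 uM; 10 min reaction in 50 mM HEPES pH 7.5, 50 mM NaCl, 5 uM MgCl2, 0.05% BSA, 1 mM DTT. Fluorescence read at Ex 485/Em 525 nm.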
uPA generation: cell surface uPA generation inhibition; cell surface uPA generation assay, qHTS; Potency, µM (highest dose often 38.3 µM), without a hit: at the highest dose activity change, negative = inhibition, most hits filed as inhibitors; 0.31% of 330,000 active; active means well fitted inhibition curve with a large enough effect; inconclusive means small, poorly fitted or top-dose-only effect; inactive means no such curve, though single readings can be large or run the other way; tested in mouse RAW 264.7 cells; further: potency means the concentration at half of the fitted maximal effect; on the % scale 0 is the no-effect control and ±100 the full control effect; nearly all actives have a fitted effect of over 55% in size
Integrin act MD: integrin-mediated muscular dystrophy alleviation activation. Potency, µM (series often up to 38.3 µM), for the others: top-dose activation, hits mostly activators. alpha7betagal myoblasts, beta-gal FDG fluorescence, 48 h. 0.064% of 350,000 active;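 further: potency means the concentration at half of the fitted maximal effect; 100% = response of the positive control SU9516; nearly all actives have a fitted effect of over 60% in size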
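alpha7betagal+/- myoblasts (passage 13, 250/well) treated 48 h at 37C with compounds at 1:260 dilution of DMSO stock. Lysed, then beta-galactosidase activity read as FDG fluorescence (ex 480/em 540) after 30 min, with pre-read for autofluorescence.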
p53 reactivator: restores transcriptional activity of mutant p53; Potency, µM (top dose mostly 92.2 µM), inactives show top-dose activity change, positive = activation, usual class: activators; AID 504706; 0.063% of 320,000 active; H1299 p53-A138V BP100-luciferase reporter, luminescence, 24 h; further: potency means the concentration at half of the fitted maximal effect; % of control where 0% means no effect; nearly all actives have a fitted effect of over 45% in size
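H1299 (p53-null), stable ts p53-A138V + BP100-Luc; 1000 cells/well, Opti-MEM/10% FBS; cpd 4 pt, 1:5; 24 h, 37 deg C, 5% CO2; detection reagent 10 min RT; luminescence.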
USP2a block: USP2a (human) protease inhibition; O75604; USP2 core, Ub-CHOP2 coupled fluorogenic reporter, 485/531; Potency, µM (series often up to 38.3 µM), inactives show at the top dose activity change, negative = inhibition, most hits filed as inhibitors; 0.01% of 330,000 active; AID 463254;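 further: potency means the concentration at half of the fitted maximal effect; plate controls were DMSO wells for no effect and full inhibition by NEM control for full effect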
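Cell-free coupled assay: 10nM USP2 core preincubated 30min RT with compound in Tris-HCl pH 8.0/CaCl2/CHAPS buffer, then 25nM Ub-CHOP2 and 25nM reporter substrate; fluorescence (Ex 485/Em 531) read after 60min RT, normalized to NEM inhibition, concentration-response curves fitted.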
ELG1 genotox: genotoxicity induction in ELG1-luciferase HEK293T cells | 1.3% of 330,000 active | HEK293T ELG1-luciferase reporter, luminescence, 16 h | Potency, µM (top dose mostly 46 µM), for the others: at the highest dose activity change, positive = activation, actives largely listed as activators; further: potency means the concentration at half of the fitted maximal effect; % of control where 0% means no effect; nearly all actives have a fitted effect of over 60% in size
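Luminescence read-out: rising ELG1-luciferase signal, reflecting elevated ELG1 protein under genetic stress, flags genotoxic compounds. Cells were treated for 16 hr at 37 °C before ONE-Glo detection.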
The depositor's hits bear a star; ? = inconclusive; · = no result given; [ ] = remark or other dose. Unless noted, the call rests on the fitted dose curve; in most records, active means well fitted curve in the direction sought with a large enough effect; inconclusive means small, poorly fitted or top-dose-only effect, or another doubt; inactive means no such curve, though single readings can be large; an effect the other way counts as inactive or inconclusive. The order is random; any-hit rate near 2.6%.

SMILES	PTAP TSG101 blk	TRPV1 agonist	B2AR arrestin	S-ASM inh	BRCA1 expr act	Eya2 phos inh	uPA generation	Integrin act MD	p53 reactivator	USP2a block	ELG1 genotox
COc1ccccc1CNC(=O)COc1ccc(C)cc1	1%	15	0.5%	-1%	2%	11%	5%	5%	·	7%	-2%
CC(=O)N(c1ccccc1Cl)S(=O)(=O)c1ccc(Cl)cc1	-4%	23	-0.6%	0%	-7%	-8%	·	0%	4%	0%	-5%
COc1ccccc1N1CC(C(=O)Nc2nnc(SC)s2)CC1=O (centres undefined)	·	2	0.0%	-1%	-5%	-3%	23%	?	-9%	0%	0%
CCCCN(CC)C(=O)c1cccc(Cl)c1	-5%	3	0.2%	-3%	-7%	-2%	-1%	0%	3%	1%	0%
CC(C)(C)NC(=O)C(c1ccccc1)N(C(=O)c1ccco1)C1CC1 (centres undefined)	-4%	1	0.0%	2%	1%	14%	3%	0%	-8%	1%	0%
COCC(=O)Nc1cc(C(=O)Nc2ccccc2C)ccc1Cl	-1%	0	-0.1%	3%	39%	-2%	-11%	37%	-8%	0%	4%
Cc1ccc(S(=O)(=O)N2CC=C(C(=O)NCc3ccc(F)cc3)CC2)cc1	·	1	-0.9%	·	·	3%	·	·	9%	0%	-4%
COP(=O)(OC)c1nc(-c2ccc(C)cc2)oc1N1CCCCC1	-2%	-8	0.2%	61%[activator]	-6%	4%	-6%	-6%	-8%	1%	-10%
O=C1NC[C@H](Cc2ccccc2)N(CC2CCN(CCc3ccccc3)CC2)C1=O	-4%	·	·	0%	2%	·	5%	-7%	·	·	·
COc1ccc(CCCN2CCC(CN3CCNC(=O)C3=O)CC2)cc1OC	-2%	·	·	3%	3%	·	15%	12%	·	·	·
CCOc1ccc(C(=O)C2CCN(C(=O)c3ccc([N+](=O)[O-])cc3)CC2)cc1	0%	-8	-0.8%	-3%	-28%	0%	-6%	-28%	-6%	0%	13%
CCOC(=O)CSc1nc2c(c(=O)[nH]c(=O)n2C)n1C/C=C(/C)Cl	-6%	-1	-0.8%	-1%	8%	2%	6%	-9%	-4%	1%	-4%

Molecules shown so far that contain four or more nitrogen atoms (two):
SMILES	PTAP TSG101 blk	TRPV1 agonist	B2AR arrestin	S-ASM inh	BRCA1 expr act	Eya2 phos inh	uPA generation	Integrin act MD	p53 reactivator	USP2a block	ELG1 genotox
COc1ccccc1N1CC(C(=O)Nc2nnc(SC)s2)CC1=O (centres undefined)	·	2	0.0%	-1%	-5%	-3%	23%	?	-9%	0%	0%
CCOC(=O)CSc1nc2c(c(=O)[nH]c(=O)n2C)n1C/C=C(/C)Cl	-6%	-1	-0.8%	-1%	8%	2%	6%	-9%	-4%	1%	-4%

Carrying on.
SMILES	PTAP TSG101 blk	TRPV1 agonist	B2AR arrestin	S-ASM inh	BRCA1 expr act	Eya2 phos inh	uPA generation	Integrin act MD	p53 reactivator	USP2a block	ELG1 genotox
COCCNC(=O)Nc1ccc2nc(C)sc2c1	0%	-2	0.0%	8%	49%	2%	-1%	-13%	25%	3%	4%
CC(/C=C/c1ccccc1)=N\NC(=O)c1ccc(Br)cc1	-4%	13	0.1%	-4%	0%	-9%	-2%	-30%	2%	0%	?
N#Cc1ccc(OCC(=O)Nc2ccc(N3CCCC3)cc2)cc1	-4%	?	-0.2%	2%	-32%	11%	17%	3%	22%	0%	-2%
O=C(COC(=O)/C=C/c1ccc(C(F)(F)F)cc1)NC1CCCC1	-7%	11	-0.6%	-1%	8%	1%	-9%	6%	-5%	2%	3%
CCS(=O)(=O)c1ccc(O)c(NC(=O)COc2ccc(OC)cc2)c1	-3%	0	-0.2%	-1%	-3%	7%	1%	3%	-7%	3%	5%
COCCN(C(=O)c1ccco1)C(C(=O)NC1CCCC1)c1cccs1 (centres undefined)	-1%	0	0.6%	4%	4%	-1%	1%	-2%	4%	4%	0%
COc1ccc(C(=O)OCCNC(=O)c2c(Cl)nc3ccccn23)cc1	-4%	-1	-0.5%	-6%	-15%	10%	-1%	-11%	-4%	5%	-2%
COc1ccccc1NC(=O)C1CCCCC1	-2%	2	0.0%	2%	-2%	-23%	3%	10%	3%	0%	2%
CCOc1cc(C)c(S(=O)(=O)NC2CCCCC2)cc1C	-2%	23	0.5%	-14%	-46%	-6%	7%	6%	11%	-6%	-6%
C/C(=N\NC(=O)COc1ccc(C)cc1C(C)C)c1ccc(-n2ccnc2)cc1	0%	?	0.2%	-7%	10%	-24%	-3%	-20%	23%	-7%	-2%
COc1ccccc1NC(=O)c1ccc(NC(=O)COC(=O)C(C)C)cc1	0%	-2	-0.2%	5%	-2%	0%	-19%	-16%	?	8%	9%
CC1CCC(NC(=O)C2CCC(CNS(=O)(=O)c3cccc4cccnc34)CC2)CC1 (centres undefined)	-3%	3	0.5%	-8%	-19%	2%	-13%	-18%	-5%	2%	-11%
CN(c1ccccc1)S(=O)(=O)c1ccc(C(=O)OCC(=O)NC(N)=O)cc1	1%	2	-0.5%	-2%	16%	19%	0%	-43%	-2%	-6%	-1%
O=C1c2ccccc2C(=O)c2c1ccc1c(=O)n(C3CCCCC3)[nH]c21	-6%	?	-1.4%	-3%	-89%[inhibitor]	4%	0%	17%	?	2%	-4%
Cc1cc(NC(=O)c2ccc(Cl)cc2)c(C)cc1O	-4%	22	-0.5%	-3%	70%	2%	-8%	14%	0%	1%	14%
O=C(Nc1ccc(F)cc1F)N1CCN(c2ncccn2)CC1	-3%	-2	-0.3%	0%	42%	-32%	-3%	16%	1%	6%	1%
CN(Cc1ccc(F)cc1)C(=O)CNC(=O)c1cccs1	-1%	1	-0.6%	2%	21%	24%	2%	3%	1%	4%	-1%
Cc1cc(OCC(=O)Nc2ccc(CN3CCOCC3)cc2)ccc1Cl	-7%	22	1.0%	-1%	-18%	3%	-9%	-4%	-8%	1%	-4%
CCOc1ccc(N2C(=O)/C(=C/c3ccco3)N(C)C2=S)cc1	-3%	1	0.2%	0%	-14%	-6%	0%	11%	8%	2%	4%
COc1ccc(S(=O)(=O)N(C)C2CCS(=O)(=O)C2)cc1OC (centres undefined)	-7%	2	-0.6%	9%	9%	-7%	12%	-9%	6%	1%	-3%
N=c1c(C(=O)NCC2CCCO2)cc2c(=O)n3ccccc3nc2n1Cc1ccc(Cl)cc1 (centres undefined)	-4%	?	-0.3%	308%[activator]	-10%	0%	?	29%	6%	-2%	-10%
CCN(CC)S(=O)(=O)c1cccc(C(=O)Nc2nc3cc4c(cc3s2)OCCO4)c1	-12%	-1	0.2%	-1%	-64%	-11%[15.4 µM]	-9%	-32%	2%	-1%	-18%
Cc1ccc(S(=O)(=O)N(C)c2ccc(C(=O)NCCc3ccccc3)cc2)cc1	·	3	0.2%	-3%	42%	5%	6%	-24%	·	0%	15%
O=C(CSc1ncc(-c2ccc(F)cc2)[nH]1)NCc1ccco1	-9%	20	-1.1%	-2%	51%	8%	15%	7%	-1%	2%	3%
CC(C)n1c(SCC(=O)NCc2ccco2)nnc1C1CC1	-5%	2	3.1%	2%	-2%	-4%	-1%	-12%	25%	-2%	1%
COc1ccc(/C=N\NC(=O)c2ccccc2OC)cc1COc1ccccc1C	2%	25	0.5%	-12%	-42%	-10%	4%	-5%	-7%	2%	·
Cc1ccc(NC(=O)c2cccc(C(=O)Nc3ccc(C)c(C)c3)n2)cc1C	-9%	-6	0.1%	-28%	-3%	4%	-5%	?	-5%	0%	-4%
O=C1c2cccc3cccc(c23)C(=O)N1c1cccnc1	-7%	-3	-0.5%	2%	1%	6%	-13%	-11%	4%	0%	-1%
Cc1nn(CC2CC2)c(=O)n1N(C)c1ncc(C(F)(F)F)cc1Cl	-2%	3	-0.2%	6%	-19%	5%	2%	9%	-3%	1%	0%
C=CCn1c(=O)[nH]c2cc(C(=O)N3CC=C(c4ccccc4)CC3)ccc2c1=O	4%	1	0.1%	41%	-23%	12%	0%	-11%	-2%	-1%	-2%
Cc1c(NC2=NC3(CCCCC3)Cc3ccccc32)c(=O)n(-c2ccccc2)n1C	1%	3	-0.2%	-1%	-18%	-2%	-4%	19%	-20%	-4%	-5%
O=C(NCCCc1ccncc1)C1CCC(=O)N(Cc2ccc(Cl)cc2)C1 (centres undefined)	·	1	-0.7%	-3%	6%	4%	8%	-14%	5%	-8%	-2%
COc1ccc(OC)c(NC(=S)NC(=O)c2ccc(Br)o2)c1	0%	?	0.0%	-4%	-28%	2%	-1%	-18%	16%	2%	3%
Cc1cc(C)cc(N(CCC#N)C(=O)COC(=O)C2CCN(c3ccc(C(F)(F)F)cn3)CC2)c1	-2%	6	0.3%	·	-17%	-13%	9%	15%	-2%	-1%	-7%
